AHR activator – AHR activators, primary screen, cell-based, luminescence, luciferase reporter, human. AID 2796, 2010. AHR-responsive luciferase reporter cells. hit rate 2.5% among 320,000. activation, % at 5 µM. Aryl hydrocarbon receptor (Homo sapiens), P35869; in the data active = activation above about 47%;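 also: 0% = vehicle wells and 100% = reference agonist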
LAP4-GFP MLPCN – modulators of LAP4-GFP expression in yeast, primary screen, S. cerevisiae, multiplex flow cytometry, MLPCN library; GFP response vs DMSO, % at 10 µM; hit rate 0.34% among 320,000; AID 2023, 2009; 3 h; median GFP as percent of DMSO wells;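 active = GFP response vs DMSO above a set limit, about the screen mean plus 3 SD, cut at about 150% in these data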
Yeast superoxide – reduction of superoxide in aged yeast, primary screen, HTS; S. cerevisiae aged cells, superoxide DHE fluorescence; stronger effect = lower value; superoxide response (% of plate mean), % at 10 µM; hit rate 0.18% among 330,000;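 active = superoxide response under a set limit, about three screen SD below normal, cut at about 65% in these data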;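 also: yeast aged for seven days with compound at 30 °C before DHE staining; 100% = average MFI of all compound-treated wells on the plate with controls excluded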
procasp3 activ – activators of human procaspase-3 D3A mutant, primary screen, biochemical, absorbance, PC-3 D3A mutant, single concentration | Caspase-3 (Homo sapiens), P42574 | recombinant procaspase-3 D3A, Ac-DEVD-pNA absorbance 405 nm | activation, % at 8.5 µM | hit rate 0.11% among 330,000 | AID 463141, 2010;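 active = activation above the mean of all tested compounds plus 3 SD, cut at about 21% in these data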;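 also: 0% = DMSO alone and 100% = DMSO wells spiked with extra 5 µM PC-3 D3A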
Target sequence (P42574 whole entry D9A/D28A/D175A): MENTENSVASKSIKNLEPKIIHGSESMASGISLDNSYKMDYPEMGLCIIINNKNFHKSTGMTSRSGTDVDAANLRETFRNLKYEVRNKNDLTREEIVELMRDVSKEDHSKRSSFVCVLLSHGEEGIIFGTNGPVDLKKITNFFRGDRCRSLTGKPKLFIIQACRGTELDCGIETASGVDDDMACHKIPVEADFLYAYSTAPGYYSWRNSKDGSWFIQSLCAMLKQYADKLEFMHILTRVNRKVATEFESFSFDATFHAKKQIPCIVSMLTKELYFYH
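assay system = Procaspase-3 D3A mutant | signal = absorbance at 405 nm, 0 and 120 min | times = 1 h preincubation plus 2 h reaction at 25 °C | repeats = single replicate | read-out = % activation between DMSO and enzyme-spiked controls | medium = Zinc-free HEPES saline buffer with Triton X-100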
GASC-1 inh – inhibitors of GASC-1 histone demethylase, primary screen, biochemical, fluorescence, DELFIA europium. hit rate 0.069% among 330,000. Lysine-specific demethylase 4C (Homo sapiens), Q9H3R0. inhibition, % at 2.35 µM. GST-JMJD2C(1-420) H3K9me3 demethylation;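 active = more than half of a compound's replicate wells show inhibition beyond 50%, single wells judged on their own value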;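 also: signal counts dimethyl H3K9 product captured on neutravidin plate; 0% = median of DMSO wells and 100% = 0.3 times that DMSO median; strong numbers were not always called active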
procasp7 counter – procaspase-7 activators, primary screen, counter-screen for procaspase-3 activator project, biochemical, absorbance, HTS, human; recombinant procaspase-7, Ac-DEVD-pNA absorbance 405 nm; D23A/D198A/D206A triple mutant, cannot self-cleave; scale: DMSO 0, 5 µM enzyme 100; hit rate 0.093% among 330,000; AID 463210, 2010; Caspase-7 (Homo sapiens), P55210; activation, % at 8.5 µM;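 active = percent activation above the screen-wide mean plus 3 SD, cut at about 25% in these data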
Target sequence (P55210 whole entry D23A/D198A/D206A): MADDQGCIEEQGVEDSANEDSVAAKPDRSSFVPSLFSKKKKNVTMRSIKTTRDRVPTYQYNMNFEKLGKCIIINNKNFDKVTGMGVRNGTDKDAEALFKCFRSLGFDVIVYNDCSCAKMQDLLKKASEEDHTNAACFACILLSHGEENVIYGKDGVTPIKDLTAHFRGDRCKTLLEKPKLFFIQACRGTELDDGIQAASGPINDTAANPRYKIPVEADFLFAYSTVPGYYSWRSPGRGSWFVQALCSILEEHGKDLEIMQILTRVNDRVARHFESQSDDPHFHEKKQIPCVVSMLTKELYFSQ
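Test system: Procaspase-7 triple mutant (PC-7 D3A). Also added: Ac-DEVD-pNA substrate, 400 µM as added. Schedule: 1 h enzyme–compound preincubation and 2 h substrate reaction, both 25 °C. Signal: p-Nitroaniline absorbance at 405 nm, read at 0 and 120 min. Control set: low DMSO alone, high DMSO plus 5 µM PC-7.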
MEP2 TOR yeast – modulators of MEP2-GFP levels in yeast, primary screen, S. cerevisiae, multiplex flow cytometry, MLPCN library. AID 2016, 2009. hit rate 0.51% among 330,000. S. cerevisiae MEP2-GFP strain, 3 h; 100% = DMSO control level. GFP response vs DMSO, % at 10 µM;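 active = GFP response versus DMSO above a set limit, roughly screen mean plus 3 SD, cut at about 180% in these data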;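 also: median GFP fluorescence of the barcode-gated MEP2-GFP cells per well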
RPL19A-GFP yeast – RPL19A-GFP expression modulators in yeast, primary screen, cell-based, S. cerevisiae, multiplex flow cytometry, MLPCN; S. cerevisiae RPL19A-GFP strain, 3 h; stronger effect = lower value; percent response vs DMSO, % at 10 µM; hit rate 0.3% among 330,000; AID 2025, 2009;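 active = percent response vs DMSO below 50%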;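 also: median channel GFP fluorescence of the barcoded RPL19A-GFP strain; ratio of sample median GFP to plate DMSO average so 100% = DMSO; lower means less RPL19A-GFP as with rapamycin TOR inhibition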
An asterisk follows results filed as active; . = not tested or not shown.

| SMILES | AHR activator | LAP4-GFP MLPCN | Yeast superoxide | procasp3 activ | GASC-1 inh | procasp7 counter | MEP2 TOR yeast | RPL19A-GFP yeast |
| --- | --- | --- | --- | --- | --- | --- | --- | --- |
| CCOC(=O)c1cc2c(nc1NC(=S)Nc1ccccc1)CC(C)(C)OC2 | 5 | 98 | 95 | 1 | -12 | -6 | 106 | 102 |
| O=C(C1CCC1)N1CCc2cc(S(=O)(=O)NC3CCCC3)ccc21 | 7 | 109 | 105 | -8 | -5 | 2 | 97 | 98 |
| CC(=O)Nc1ccc(NC(=O)COC(=O)CCCc2c[nH]c3ccccc23)cc1 | -1 | 102 | 116 | -6 | -2 | 5 | 93 | 94 |
| Cc1cc(C)nc(SCCn2c(N3CCOCC3)nc3c2c(=O)[nH]c(=O)n3C)n1 | 6 | 102 | 94 | -5 | 15 | 2 | 63 | 93 |
| COc1ccc(-c2nc3cc(NC(=O)Cc4ccc(OC)c(OC)c4)ccc3o2)cc1 | -15 | 89 | 100 | 0 | -3 | 8 | 101 | 103 |
| COC(=O)/C=C/C(=O)Nc1cccc(C(F)(F)F)c1 | 12 | 96 | 101 | 4 | 6 | -11 | 97 | 97 |
| C[C@@H]1[C@H](O)C[C@@]23COC(=O)C2=CCCC3[C@@]1(C)CCC1COC(=O)C1 (some centres undefined) | 1 | 98 | 87 | 3 | 0 | -2 | 108 | 98 |
| O=C(COC(=O)COc1ccc2c(c1)CCC2)Nc1ccccc1C(F)(F)F | 1 | 93 | 117 | 9 | 0 | 7 | 93 | 92 |
| O=C(CSc1nnc(NCc2ccccc2)s1)c1ccco1 | 12 | 102 | 96 | -9 | 1 | -5 | 96 | 98 |
| Cc1nc(C)c(-c2ccc(SCc3cccc(F)c3)nn2)s1 | -6 | 116 | 126 | -1 | 3 | -1 | 101 | 103 |
| CN(CC(=O)Nc1ccc(F)c(F)c1F)c1ncnc2sccc12 | 2 | 98 | 106 | -4 | 19 | 4 | 106 | 97 |
| CCS(=O)(=O)N1CCCC(C(=O)NCc2cccnc2)C1 (centres undefined) | 1 | 101 | 107 | -5 | -1 | 8 | 101 | 100 |
| Cc1csc2ncc(C(=O)N(Cc3ccccc3)c3ccccn3)c(=O)n12 | 8 | 122 | 93 | 3 | -2 | -9 | 97 | 100 |
| O=C(O)c1cc(=O)c2c(Cl)cc(Cl)cc2[nH]1 | 0 | 103 | 90 | 3 | -8 | 2 | 95 | 99 |
| O=C(Nc1ccc(N2CCN(C(=O)c3cccs3)CC2)cc1)c1ccc(F)cc1 | -10 | 90 | 103 | -10 | 2 | -1 | 96 | 93 |
| CCOC1=NN(c2ncc(C(F)(F)F)cc2Cl)C(=O)/C1=C/N(C)C | -1 | 99 | 88 | -4 | -10 | 6 | 99 | 97 |

Further results:
Results follow in this order: AHR activator | LAP4-GFP MLPCN | Yeast superoxide | procasp3 activ | GASC-1 inh | procasp7 counter | MEP2 TOR yeast | RPL19A-GFP yeast
Cc1nccn1CCOc1ccc(Cl)cc1
    -2 | 93 | 100 | 6 | -3 | 3 | 113 | 105
Cc1ccc(C)c(Sc2ccc(NC(=O)CCl)cc2)c1
    2 | 123 | 67 | 6 | 5 | -6 | 96 | 99
c1ccc(-c2cn3c(n2)CCc2ccc4cccnc4c2-3)cc1
    64* | 132 | 95 | -3 | -8 | 1 | 105 | 89
CC(=O)Nc1ccc(C2=NN(Cc3nnc(-c4ccccc4)o3)C(=O)SC2)cc1
    76* | . | 95 | 0 | -4 | -7 | . | .
COc1cc(OC)cc(-n2nnnc2SCC(=O)NC2CCCC2)c1
    2 | 98 | 108 | 3 | -3 | 5 | 103 | 99
Cc1ccc(NC(=O)NC(=O)c2ccccc2)cc1F
    -2 | 95 | 100 | 6 | 8 | -9 | 110 | 104
CCCN1CCC(NC(=O)Nc2ccccc2C(=O)OC)CC1
    -4 | 96 | 110 | 4 | -3 | -2 | 97 | 90
CN(C)S(=O)(=O)NCC1CCCN(Cc2ccc(-c3ccccc3)cc2)C1 (centres undefined)
    2 | 91 | 78 | 5 | -9 | -11 | 107 | 106
C[N+](C)(C)CCCCCC[N+](C)(C)C
    -3 | 108 | 92 | -3 | -6 | 6 | 100 | 107
COc1ccc(NS(=O)(=O)c2cccc(NC(=O)CCS(=O)(=O)c3ccccc3)c2)cc1
    3 | 89 | 98 | -3 | 31 | -1 | 96 | 103
CCc1ccc(C(=O)COC(=O)CNC(=O)CNS(=O)(=O)c2ccccc2)cc1
    -1 | 109 | 98 | 3 | -6 | 13 | 98 | 95
O=C(N/N=C1\CCCc2ccccc21)C(O)c1ccccc1 (centres undefined)
    16 | 105 | 101 | 5 | -3 | -3 | 109 | 103
Cc1cc(C)nc(SCc2c(F)cccc2Cl)n1
    0 | 102 | 94 | -7 | 14 | 3 | 103 | 98
O=[N+]([O-])c1ccc(CNc2cccc(F)c2)s1
    1 | 94 | 98 | -11 | -5 | 2 | 110 | 103
CC(=O)Nc1ccc2c(c1)nc(C)n2Cc1ccccc1
    -2 | 89 | 89 | 6 | 6 | -1 | 108 | 115
Cc1ccc(-c2cc(C(=O)N/N=C/c3ccccc3)n[nH]2)o1
    30 | 93 | 108 | -6 | -14 | 0 | 102 | 100
CCC(C)c1ccc(OCCN2CCCC2)cc1 (centres undefined)
    2 | 96 | 89 | 6 | -15 | 7 | 96 | 99
O=C(CSc1ncn(-c2ccccc2)n1)Nc1nccs1
    7 | 95 | 90 | 6 | 15 | 11 | 104 | 103
O=C(CCNS(=O)(=O)c1ccccc1C(F)(F)F)NNC(=O)c1csc(N2CCOCC2)n1
    3 | 89 | 95 | -11 | -7 | 6 | 87 | 86
C/C(CC(=O)Nc1cccc(F)c1)=N\NC(=O)C(=O)NC1CCCCC1
    1 | 96 | 86 | 7 | -1 | -4 | 103 | 98

Screening data from PubChem BioAssay.
